SKN-1 block: blocks SKN-1 activity in C. elegans; AID 624304; C. elegans VP596 Pgst-4::GFP/RFP ratio, acrylamide-induced, 24 h; hit rate 0.49% among 360,000; inhibition, % at 21.8 µM;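 active = interference check ratio from 0.5 to 1.5 plus GFP to RFP signal ratio inhibition reaching or exceeding a fixed threshold, cut at about 30% in these data, passing the limit was not always enough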; note: some compounds called inactive have numbers as strong as hits
SUMO1-SIM PPI: modulators of human SUMO1-mediated protein-protein interactions. hit rate 0.33% among 360,000. SUMO1 binding to a labelled peptide, TR-FRET, 1 h. inhibition, % at 20 µM. P63165; in the data active = inhibition above about 37%
Target sequence (P63165 whole entry, looked up): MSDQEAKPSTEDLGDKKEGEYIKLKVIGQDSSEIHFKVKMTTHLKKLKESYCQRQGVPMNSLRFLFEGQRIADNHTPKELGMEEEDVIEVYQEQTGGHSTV
Rpn11 inh: blocks the human proteasome subunit Rpn11. human 26S proteasome, Ub4-pepOG fluorescence polarization; 20S core pre-blocked with epoxomicin. AID 588493. hit rate 0.59% among 360,000. calls only at 20 µM. O00487;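 active = inhibition at 20 µM, scaled to each plate's controls, above about 33%, limit read from the data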
NRP1-CendR mod: alters CendR peptide binding to human NRP-1; O14786; FAM-RPARPAR peptide binding to NRP-1, fluorescence polarization; inhibition, % at 25 µM; hit rate 0.85% among 360,000; AID 602438;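 active = inhibition or corrected inhibition above about 18%, plus a signal ratio from 0.5 to 1.5, limit read from the data, passing the limit was not always enough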; note: strong numbers were not always called active
NadD inh: inhibitors of Staphylococcus aureus NadD; hit rate 0.78% among 360,000; purified NadD enzyme, colorimetric absorbance read-out; inhibition, % at 20 µM; in the data active = inhibition above about 26%; note: some compounds past the cut are filed as inactive
STEP block: blocks human striatal-enriched tyrosine phosphatase; recombinant STEP, OMFP fluorogenic substrate, fluorescence; hit rate 0.25% among 360,000; inhibition, % at 20 µM; P54829;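 active = inhibition at 20 µM, scaled per plate between control wells, above about 37%, limit read from the data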;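 note: 0% = DMSO with enzyme and substrate and 100% = substrate only without enzyme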
Target sequence (P54829 whole entry, looked up): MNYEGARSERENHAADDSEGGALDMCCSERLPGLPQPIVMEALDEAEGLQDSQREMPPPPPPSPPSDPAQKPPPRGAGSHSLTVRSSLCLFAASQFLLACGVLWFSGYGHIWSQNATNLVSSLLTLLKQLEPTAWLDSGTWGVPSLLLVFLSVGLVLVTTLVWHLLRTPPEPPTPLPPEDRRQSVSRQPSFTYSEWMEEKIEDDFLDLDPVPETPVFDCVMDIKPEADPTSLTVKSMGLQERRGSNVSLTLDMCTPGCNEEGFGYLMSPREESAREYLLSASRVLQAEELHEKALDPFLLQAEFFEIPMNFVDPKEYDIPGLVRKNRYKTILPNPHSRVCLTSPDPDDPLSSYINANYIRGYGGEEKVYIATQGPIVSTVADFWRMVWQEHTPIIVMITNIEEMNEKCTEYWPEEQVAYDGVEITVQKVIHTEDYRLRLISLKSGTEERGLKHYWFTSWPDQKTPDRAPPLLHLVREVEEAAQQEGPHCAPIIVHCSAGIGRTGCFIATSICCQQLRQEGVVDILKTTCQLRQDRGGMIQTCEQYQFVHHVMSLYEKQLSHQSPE
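Measure: Control-normalized % inhibition with plate pattern correction | Test system: STEP phosphatase, cell-free reaction | Medium: pH 6.0 Bis-Tris with DTT and Tween 20 | Technique: Fluorescence, 480/540 nm | Times: Reaction 20 min, ambient temperature | Doses: Single compound dose of 20 µM, 1% DMSO final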
Scp1 inh: inhibitors of human Scp-1 phosphatase; Q9GZU7; Recombinant Scp1, phosphopeptide, malachite green phosphate absorbance; inhibition, % at 20 µM; hit rate 0.88% among 340,000; AID 493091;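 active = inhibition above about 50% at 20 µM, limit read from the data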;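 note: plate controls were DMSO wells with enzyme for no effect and wells lacking enzyme for full effect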
Target sequence (Q9GZU7 76-261 limits assumed): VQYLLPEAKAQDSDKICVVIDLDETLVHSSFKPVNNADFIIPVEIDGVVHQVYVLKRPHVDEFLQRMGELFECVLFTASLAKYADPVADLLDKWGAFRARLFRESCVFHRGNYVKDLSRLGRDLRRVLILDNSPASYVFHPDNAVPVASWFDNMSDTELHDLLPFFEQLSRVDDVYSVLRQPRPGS
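Test system: SCP-1 phosphatase catalytic domain, residues 76-261; measured by: colorimetric phosphate reagent with accelerator and stabiliser, absorbance at 630 nm; timing: enzyme reaction 45 min at room temperature, colour 5 min, stabilisation 30 min; also added: Phosphorylated 17-residue peptide substrate; compound dosing: one concentration, 20 µM, with 1.0% DMSO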
MT1-MMP act inh: blocks activation of human MT1-MMP; HT1080 RFP-PRO-GFP cells, GFP/RFP ratio fluorescence, overnight; percent of plate control window, DMSO zero; hit rate 0.061% among 360,000; P50281; GFP/RFP ratio change, % at 20 µM;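 active = GFP/RFP ratio change of at least 30% with cell ATP level not reduced by more than half and red fluorescence within 50% of control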; note: strong numbers were not always called active
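Assay system – RFP-PRO-GFP reporter HT1080 cells · Compound dosing – single dose of 20 µM compound, 1% DMSO final · Incubation – overnight compound exposure at 37 °C · Measure – GFP/RFP fluorescence ratio · Benchmarks – DMSO wells and RFP-L50D-GFP cells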
DNMT1 inh: blocks human DNA methyltransferase DNMT1; DNMT1 molecular beacon, Hinp1I cleavage, fluorescence; P26358; inhibition (reported as % activation of signal), % at 10 µM; hit rate 0.83% among 360,000; AID 588458; in the data active = inhibition above about 50%
LMPTP block: blocks human LMPTP phosphatase | inhibition, % at 20 µM | hit rate 0.22% among 360,000 | AID 651560 | recombinant LMPTP-A, OMFP fluorogenic substrate, fluorescence intensity | P24666;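 active = compounds that cut the enzyme signal by at least half of the control window in the single-dose screen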;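 note: plate controls were DMSO wells with enzyme plus substrate for no effect and substrate without enzyme for full effect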
Target sequence (P24666 whole entry, looked up): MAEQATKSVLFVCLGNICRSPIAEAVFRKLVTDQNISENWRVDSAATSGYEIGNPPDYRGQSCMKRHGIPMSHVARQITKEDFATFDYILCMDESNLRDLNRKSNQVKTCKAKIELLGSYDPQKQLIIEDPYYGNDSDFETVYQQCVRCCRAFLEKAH
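Assay system: LMPTP-A enzyme. Input: 0.625 nM LMPTP-A final. Probe or stimulus: 400 µM OMFP. Compound dosing: single 20 µM dose. Schedule: 50 min dark incubation at room temperature. Detection: fluorescence intensity of OMFP turnover product. Read-out: percent inhibition versus substrate-only and uninhibited controls. Benchmarks: no-enzyme low control, uninhibited high control.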
* hit, by the source's call; i = inactive; nt = not tested or not shown. Not a hit list; any-hit rate near 3.9%.

SMILES	SKN-1 block	SUMO1-SIM PPI	Rpn11 inh	NRP1-CendR mod	NadD inh	STEP block	Scp1 inh	MT1-MMP act inh	DNMT1 inh	LMPTP block
COc1ccc(NC(=O)COC(=O)c2cc(OC)c(OC)cc2NC(=O)c2ccco2)cc1OC	7	4	i	9	-10	-1	-3	4	-8	0.4
O=C(O)/C=C/C(=O)N1CCN(C(c2ccccc2)c2ccccc2)CC1	10	-1	i	-2	0	0	-7	-16	1	-0.2
CCCC(=O)Nc1ccc2nc(SCC(=O)Nc3nccs3)sc2c1	19	0	i	5	14	-3	102*	2	0	-2.9
CCSC1=C(C#N)C(c2ccc(F)cc2)CC(=O)N1 (stereo not given)	-4	3	i	12	2	-1	-10	0	-1	0.6
Nc1cccc2cccc([N+](=O)[O-])c12	18	-39	i	1	0	2	4	-78	-8	0.6
NS(=O)(=O)c1cccc(NC(=O)CSc2nn(-c3ccccc3)c(=S)s2)c1	15	-1	i	-2	-7	0	-5	-5	-3	0.6
O=C(CCc1nnc2ccc(NCc3ccccc3)nn12)NCC1CCN(C2CCCC2)C1 (stereo not given)	6	23	i	-3	6	1	-9	1	32	11
CC1CCCCC1NC(=O)c1ccc(-n2cncn2)cc1 (stereo not given)	5	2	i	-2	-2	4	-2	3	3	-0.7
COc1ccccc1N1CCN(C(=O)c2ccc3c(=O)n4c(nc3c2)CCCCC4)CC1	-1	-1	i	8	6	3	-10	1	3	-0.3
NNC(=O)c1[nH]c(-c2ccccc2)cc1-c1ccccc1	-2	-2	i	0	6	1	2	-2	68*	1.5
COc1cc(NC(=S)NCc2ccc(S(N)(=O)=O)cc2)c(OC)cc1Cl	-7	1	i	7	-9	2	-4	-2	1	-3.2
COc1cc(OC)cc(C(=O)Nc2ccc3c(c2)n(C)c(=O)n3C)c1	8	10	i	13	-3	-3	-6	2	-1	-0.1
Cc1cc(C(=O)CN2CCN(CC(=O)Nc3cccc(F)c3)CC2)c(C)n1C1CC1	3	-2	i	-8	0	-2	-16	5	-5	-0.8
O=C(Nc1c2c(nn1-c1ccccc1)CS(=O)(=O)C2)c1ccc2c(c1)OCO2	17	3	i	-5	-1	-1	-13	-4	1	-0.3
Cn1c(=O)c2cc(S(=O)(=O)Nc3cccc(F)c3)ccc2n(C)c1=O	17	20	i	6	-2	0	0	-7	-1	0.6
CCS(=O)(=O)n1nc(-c2ccc(Cl)cc2)nc1N	-12	2	i	0	-4	-1	-3	0	1	-2.6
O=C(Nc1ccc(OC(F)F)cc1)c1cc(S(=O)(=O)N2CCOCC2)ccc1F	1	0	i	-4	-6	8	-5	-2	-2	0.2
O=C(NCc1ccco1)C1CCN(c2nnc(-n3cccc3)s2)CC1	10	2	i	-4	7	-1	-2	1	3	1.4
O=C(c1ccc(-c2ccc([N+](=O)[O-])cc2)o1)N1CCCCCCC1	-19	-14	i	-6	9	2	3	7	-3	7.2
Cn1cnnc1SCC(=O)NC1CCCC1	3	4	i	9	-1	-2	-2	1	1	-1.1
CCC(C)(C)n1nnnc1CN1CCN(C(c2ccccc2)c2ccccc2)CC1	-5	-6	i	-9	-7	-1	0	-16	-4	0.9
C=CCNC(=S)NCc1ccc(CNC(=S)NCC=C)cc1	6	3	i	12	1	-2	2	10	-8	-1.2
CC1(C(=O)Nc2cccc(-n3cnnn3)c2)Cc2ccccc2C(=O)O1 (stereo not given)	15	-1	i	-5	4	4	0	3	-4	0.3
CCc1ccc2c(c1)NC(=O)C2(C)Cc1ccc(Cl)s1 (stereo not given)	6	-2	i	-4	-2	-2	nt	-1	6	0.9
O=C(CCNC(=O)N1CC(=O)Nc2ccccc21)Nc1ccc(Cl)cc1	-10	2	i	8	-2	-3	-1	2	2	-0.2
CCN(C(=O)COC(=O)CCOc1ccccc1)c1c(N)n(Cc2ccccc2)c(=O)[nH]c1=O	4	-3	i	7	2	-5	-10	-3	0	-0.3
O=C(O)c1ccc2c3c(cccc13)C(=O)N(c1ccccc1)C2=O	5	-3	i	-9	-1	12	42	-12	63*	5.2
Cc1ccc2occ(/C=N/NC(=O)c3ccccc3C)c(=O)c2c1	-4	-6	i	1	-1	1	-4	-15	12	0.4
COc1ccc(CCNC(=O)C(=O)NCC2CCCN2S(=O)(=O)c2ccc(OC)cc2)cc1 (stereo not given)	16	-4	i	0	-5	3	-9	0	0	-0.3
CCOC(=O)C1(C)/C(=N/Nc2cccc(Cl)c2)C(=O)C(=O)N1c1ccccc1 (stereo not given)	21	-28	i	-25	11	4	-7	2	5	5.6

In a second layout: results already given
SMILES: C=CCNC(=S)NCc1ccc(CNC(=S)NCC=C)cc1
  SKN-1 block: 6
  SUMO1-SIM PPI: 3
  Rpn11 inh: i
  NRP1-CendR mod: 12
  NadD inh: 1
  STEP block: -2
  Scp1 inh: 2
  MT1-MMP act inh: 10
  DNMT1 inh: -8
  LMPTP block: -1.2
SMILES: CC1(C(=O)Nc2cccc(-n3cnnn3)c2)Cc2ccccc2C(=O)O1 (stereo not given)
  SKN-1 block: 15
  SUMO1-SIM PPI: -1
  Rpn11 inh: i
  NRP1-CendR mod: -5
  NadD inh: 4
  STEP block: 4
  Scp1 inh: 0
  MT1-MMP act inh: 3
  DNMT1 inh: -4
  LMPTP block: 0.3

Scp1 inh, what is marked active above
canonical_smiles	SKN-1 block	SUMO1-SIM PPI	Rpn11 inh	NRP1-CendR mod	NadD inh	Scp1 inh	MT1-MMP act inh	DNMT1 inh	LMPTP block
CCCC(=O)Nc1ccc2nc(SCC(=O)Nc3nccs3)sc2c1	19	0	i	5	14	102*	2	0	-2.9

The list continues.
SMILES	SKN-1 block	SUMO1-SIM PPI	Rpn11 inh	NRP1-CendR mod	NadD inh	STEP block	Scp1 inh	MT1-MMP act inh	DNMT1 inh	LMPTP block
Cc1cc(OCC(=O)Nc2ccc(OCc3ccccc3)cc2)nc(C(C)C)n1	-1	3	i	3	-2	1	-6	3	-4	0.8
Cc1ccc(-c2nn(-c3ccccc3)cc2/C=C/C(=O)O)o1	-6	0	i	2	-6	-1	-6	6	0	-1.4
COc1cccc(NC(=O)Cn2c3ccccc3c3nc4n(c(=O)c32)CCCS4)c1	-1	-9	i	2	19	0	-7	1	-3	0.9
CNC(=O)N(O)C1N(C)C(=O)N(Cc2ccccc2)C1(C)C (stereo not given)	-15	0	i	-2	2	-2	-3	3	0	-0.4
O=P(c1ccccc1)(c1ccccc1)c1nc(-c2ccccc2)oc1N1CCOCC1	-2	3	i	-18	-6	-1	-4	0	2	-1.1
CC(NC(=O)c1cccc(N2CCCC2=O)c1)c1ccc2c(c1)OCCO2 (stereo not given)	2	1	i	0	1	-1	1	4	8	0.6
CNC(=O)COC(=O)c1ccccc1C(=O)c1ccc(Cl)c([N+](=O)[O-])c1	-10	-16	i	14	2	3	-11	-30	1	-0.8
N#Cc1cccc(NC(=O)COC(=O)c2ccc[n+]([O-])c2)c1	-3	1	i	4	4	-2	-12	-4	-9	-0.5
CC(=O)Nc1ccc(NC(=O)C2Cc3c(-c4cccc(F)c4)ccnc3O2)cc1 (stereo not given)	37*	2	i	-5	-2	1	nt	1	0	1.1
Cc1cccc(C(=O)N2CCCC(CCC(=O)N3CCN(c4ccccn4)CC3)C2)c1 (stereo not given)	3	0	i	12	-4	0	-2	-1	1	-0.6

Some of the entries so far, bar-delimited:
Compound | SKN-1 block | SUMO1-SIM PPI | Rpn11 inh | NRP1-CendR mod | NadD inh | STEP block | Scp1 inh | MT1-MMP act inh | DNMT1 inh | LMPTP block
Cc1cccc(C(=O)N2CCCC(CCC(=O)N3CCN(c4ccccn4)CC3)C2)c1 (stereo not given) | 3 | 0 | i | 12 | -4 | 0 | -2 | -1 | 1 | -0.6
Cc1cc(OCC(=O)Nc2ccc(OCc3ccccc3)cc2)nc(C(C)C)n1 | -1 | 3 | i | 3 | -2 | 1 | -6 | 3 | -4 | 0.8
O=P(c1ccccc1)(c1ccccc1)c1nc(-c2ccccc2)oc1N1CCOCC1 | -2 | 3 | i | -18 | -6 | -1 | -4 | 0 | 2 | -1.1
CC(=O)Nc1ccc(NC(=O)C2Cc3c(-c4cccc(F)c4)ccnc3O2)cc1 (stereo not given) | 37* | 2 | i | -5 | -2 | 1 | nt | 1 | 0 | 1.1
Cc1ccc(-c2nn(-c3ccccc3)cc2/C=C/C(=O)O)o1 | -6 | 0 | i | 2 | -6 | -1 | -6 | 6 | 0 | -1.4
CNC(=O)N(O)C1N(C)C(=O)N(Cc2ccccc2)C1(C)C (stereo not given) | -15 | 0 | i | -2 | 2 | -2 | -3 | 3 | 0 | -0.4

The list goes on.
SMILES	SKN-1 block	SUMO1-SIM PPI	Rpn11 inh	NRP1-CendR mod	NadD inh	STEP block	Scp1 inh	MT1-MMP act inh	DNMT1 inh	LMPTP block
CSCCC(NS(=O)(=O)c1ccc(C)cc1)C(=O)NCC(C)(C)N1CCOCC1 (stereo not given)	-4	2	i	11	-6	0	-11	-2	-1	-1.2
CCCCn1cnc2c(SCc3ccccc3F)nc(N)nc21	-4	11	i	6	-1	-3	0	5	0	-0.3
Cc1cc(C)c2cc(C#N)c(N3CCNCC3)nc2c1	5	-25	i	14	-1	3	nt	-2	7	-1.5
O=C(COn1nnc2ccc(Cl)cc21)NCc1ccccc1	-2	-2	i	15	-4	-4	-2	4	-1	-1.6
COc1cc2c(cc1OC)C(Cc1ccc(O)cc1)NCC2 (stereo not given)	28	1	i	20	0	0	-8	4	-1	0.4
CCN([C@H](CO)C(C)C)S(=O)(=O)c1ccccc1Br	21	1	i	0	-1	2	4	2	-1	-1.5
COc1cccc(CNC(=O)[C@@H]2CCCN2C(=O)[C@@H]2CCCN2C(=O)c2cccc(OC)c2)c1	9	2	nt	4	-3	nt	nt	8	nt	-1.0
Cc1cc(C)c(C#N)c(N2CCN(Cc3ccccc3)CC2)n1	13	-6	i	-4	-1	-1	-2	-2	-2	-0.5
C[C@H]1CN([C@@H](C)CO)C(=O)c2cccc(NS(=O)(=O)c3ccc(Cl)cc3)c2O[C@@H]1CN(C)CC1CCCCC1	3	7	i	-3	4	-4	-8	3	4	-0.5
CCNc1nc(NC(C)CC)nc(Oc2ccc(=O)[nH]n2)n1 (stereo not given)	4	-3	i	3	-3	0	2	-9	2	0.8

Screening data from PubChem BioAssay.
